From PubChem BioAssay
FUS suppressor: rescues growth of FUS-expressing yeast; S. cerevisiae FUS-expressing, growth rescue, OD600, 24 h; Potency, µM (doses to about 76.6 µM), inactives show at the highest dose growth rescue (activation), most hits filed as activators; hit rate 0.24% among 390,000; AID 1347120;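 note: potency is the fitted concentration of half-maximal effect; plate controls were DMSO vehicle for no effect and reference control for full effect; nearly all actives have a fitted effect of over 55% in size; some results filed as inactive show a strong effect at the top dose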
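Toxicity suppression screen in FUS-yeast. Cells induced with 2% galactose, starting OD 0.005, treated 24hr at 30C with compounds at multiple final concentrations; growth by OD600.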
Abeta yeast res: restores growth of yeast expressing A-beta42 peptide. yeast expressing A-beta42, growth rescue, OD600, 48 h; response scale: 0% DMSO, 100% iron-clioquinol control. Potency, µM (doses to about 46.1 µM), for inactives: at the highest dose growth rescue, usual class: activators. hit rate 0.063% among 410,000; note: potency is the fitted concentration of half-maximal effect; nearly all actives have a fitted effect of over 55% in size
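Yeast growth medium received pinned compounds, then yeast cells expressing toxic A-beta were added; plates incubated at 30 C for 48 hr. Growth read as absorbance at 600 nm, normalized to DMSO and equimolar FeCl3 plus clioquinol controls.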
WRN inhibitor: inhibitors of human WRN helicase | Q14191 | WRN helicase unwinding, fluorescent forked duplex, kinetic | Potency, µM (titrated, usually from 114 µM), inactives show at the top dose activity change, negative = inhibition, hits mostly inhibitors | hit rate 0.46% among 360,000; note: potency is the fitted concentration of half-maximal effect; % is set by controls: 0 for no effect and ±100 for the full control effect; nearly all actives have a fitted effect of over 55% in size
Target sequence (Q14191 whole entry, looked up): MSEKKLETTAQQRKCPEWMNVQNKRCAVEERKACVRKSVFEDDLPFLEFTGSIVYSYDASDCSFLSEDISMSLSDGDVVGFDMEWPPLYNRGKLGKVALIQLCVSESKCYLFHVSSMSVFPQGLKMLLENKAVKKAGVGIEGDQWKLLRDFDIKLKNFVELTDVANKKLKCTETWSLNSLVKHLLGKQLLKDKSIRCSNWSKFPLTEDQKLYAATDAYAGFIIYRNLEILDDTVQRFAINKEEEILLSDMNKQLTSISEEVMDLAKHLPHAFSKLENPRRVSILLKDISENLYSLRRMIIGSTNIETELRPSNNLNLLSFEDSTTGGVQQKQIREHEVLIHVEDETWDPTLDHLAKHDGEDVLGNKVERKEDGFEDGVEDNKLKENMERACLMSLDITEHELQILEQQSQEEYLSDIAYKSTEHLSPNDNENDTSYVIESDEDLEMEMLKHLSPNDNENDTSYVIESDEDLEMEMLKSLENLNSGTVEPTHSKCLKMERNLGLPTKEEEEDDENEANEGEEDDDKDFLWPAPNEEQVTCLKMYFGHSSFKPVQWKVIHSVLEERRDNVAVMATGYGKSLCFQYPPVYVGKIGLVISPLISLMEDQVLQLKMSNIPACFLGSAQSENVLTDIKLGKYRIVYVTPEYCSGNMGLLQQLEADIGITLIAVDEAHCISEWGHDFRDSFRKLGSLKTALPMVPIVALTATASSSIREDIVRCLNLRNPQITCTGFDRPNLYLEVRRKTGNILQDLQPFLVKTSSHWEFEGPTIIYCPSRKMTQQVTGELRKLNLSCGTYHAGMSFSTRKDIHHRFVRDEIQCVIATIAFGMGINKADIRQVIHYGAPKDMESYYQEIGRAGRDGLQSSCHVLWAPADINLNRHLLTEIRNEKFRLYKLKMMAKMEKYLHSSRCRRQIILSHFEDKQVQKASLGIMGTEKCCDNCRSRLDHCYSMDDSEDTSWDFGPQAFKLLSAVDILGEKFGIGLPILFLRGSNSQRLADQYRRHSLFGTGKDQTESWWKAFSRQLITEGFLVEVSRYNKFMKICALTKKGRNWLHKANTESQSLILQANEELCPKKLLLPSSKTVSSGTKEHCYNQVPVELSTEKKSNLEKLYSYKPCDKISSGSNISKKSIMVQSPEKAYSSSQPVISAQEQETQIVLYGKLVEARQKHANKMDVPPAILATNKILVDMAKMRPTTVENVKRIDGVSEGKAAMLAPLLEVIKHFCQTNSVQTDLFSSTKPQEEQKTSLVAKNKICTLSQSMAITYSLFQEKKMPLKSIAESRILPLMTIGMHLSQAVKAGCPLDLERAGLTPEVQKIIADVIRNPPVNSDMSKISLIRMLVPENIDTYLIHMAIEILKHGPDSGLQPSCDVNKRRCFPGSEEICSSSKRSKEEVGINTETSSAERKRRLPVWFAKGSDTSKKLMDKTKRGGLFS
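Kinetic red-fluorescence monitoring (525/598 nm) tracks WRN helicase activity after 100 nM fluorophore-quencher forked duplex and 2 mM ATP are added to 20 nM enzyme pretreated 15 min at room temperature with compound.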
EPAC1 agonist: activates human EPAC1 exchange factor; AID 720707; EPAC1 agonist qHTS, biochemical assay; response scale: 100% = response to 6.5 mM cAMP; hit rate 0.073% among 360,000; Potency, µM (series often up to 154 µM), inactives show at the highest dose activation, actives largely listed as activators; O95398; note: potency is the fitted concentration of half-maximal effect; nearly all actives have a fitted effect of over 60% in size
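Fluorescent GDP-exchange assay: 100 nM EPAC1 with 250 nM Rap1B preloaded with BODIPY-GDP and 50 uM GDP; compounds tested as concentration series, 5 min at room temperature, then read every 5 min for 30 min (ex 480/em 540 nm); normalized to 6.5 mM cAMP.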
PLK1 PBD inh: blocks phosphopeptide binding to human PLK1 polo-box domain. P53350. Plk1 PBD binding of FITC phosphopeptide, fluorescence polarization. Potency, µM, inactives show max response, negative = inhibition, most hits filed as inhibitors. hit rate 2.8% among 360,000; note: potency is the fitted concentration of half-maximal effect; series mostly up to about 57 µM; % is set by controls: 0 for no effect and ±100 for the full control effect; nearly all actives have a fitted effect of over 65% in size
IL-2 act: activates IL-2 in a cell-based reporter assay; IL-2 activation reporter assay, cell-based qHTS; stimulated with anti-CD3/CD4/CD28 beads; in transgenic mouse T cells; activation, % (series mostly up to about 46 µM); hit rate 0.065% among 360,000; AID 652025; in the data active = activation above about 50%; inconclusive = mostly about 30% to 49%; note: 0% is about no effect
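EGFP and DsRed fluorescence is measured by plate cytometry in unstimulated transgenic mouse T cells exposed to compound for 60 minutes, then stimulated 18 hours at 37 degrees C with anti-CD3/anti-CD4 beads plus anti-CD28.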
EPAC1 antagonist: EPAC1 (human) antagonism; EPAC1 GEF assay, Rap1b-BODIPY-GDP exchange fluorescence; Potency, µM (doses to about 115 µM), for the others: at the highest dose activity change, negative = inhibition, usual class: inhibitors; hit rate 0.14% among 360,000;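 note: potency is the fitted concentration of half-maximal effect; plate controls were vehicle for no effect and positive control for full effect; nearly all actives have a fitted effect of over 50% in size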
PI5P4Ka inh: PI5P4K alpha (human) kinase inhibition. P48426. PI5P4Kalpha enzyme, ADP-Glo luminescence, 60 min; hits give low values. max response, %. hit rate 1.2% among 330,000; active = max response of -50% or lower; inconclusive = between -30% and -50%; inactive = -30% or higher; note: value at the top dose of about 77 µM; % is set by controls: 0 for no effect and ±100 for the full control effect
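Luminescence from ADP-Glo served as readout of PI5P4Kalpha activity in a qHTS format. Reaction: enzyme, substrate, compound, ATP at 5 microM final, 60 min at RT.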
* hit, by the source's call; ? = inconclusive; . = no result given; [ ] = remark or other dose. Unless noted, calls come from the whole dose curve; as a rule, active = well fitted curve in the direction sought with a large enough effect; inconclusive = small, poorly fitted or top-dose-only effect, or another doubt; inactive = no such curve, though single readings can be large; an effect the other way counts as inactive or inconclusive.

smiles	FUS suppressor	Abeta yeast res	WRN inhibitor	EPAC1 agonist	PLK1 PBD inh	IL-2 act	EPAC1 antagonist	PI5P4Ka inh
COC(=O)N/N=C/c1ccc(OC(=O)/C=C/c2ccco2)cc1	15%	-13%	?	-6%	-14%	-0.7	-10%	-51*
CC1=CC2=NC(=O)/C(=C/c3coc4ccccc4c3=O)C(=N)N2O1	-6%	-1%	-3%	?	4%	0.3	2%	2
[O-]/[N+](=C\c1ccncc1)c1ccc(Br)cc1	.	-8%	?	1%	21µM*	-4.2	-4%	-10
Cc1nn(C)c(C)c1S(=O)(=O)NC1CCCC1	-19%	13%	-26%	10%	-9%	1.8	-11%	4
O=C(O)c1ccc(N2C(=O)CC(Cc3ccccc3)C2=O)cc1 (stereo unspecified)	.	1%	-4%	9%	-8%	0.3	-1%	2
C#CCOCCOCCOCCNc1nc(N2CCN(C(=O)CCCCCCCCCCNC(=O)[C@@H](CCSC)n3cc(CCO)nn3)CC2)nc(N2CCN(C(=O)CCCCCCCCCCNC(=O)[C@H]([C@@H](C)CC)n3cc(CCCCCN)nn3)CC2)n1	?	15%	?	?	3%	-0.7	45µM*	-54*
CCOc1cccc(/C=C/c2ccc3cccc(O)c3n2)c1O	12%	-23%	-2%	24%	-15%	-0.4	-21%	0
OC[C@@H]1CN(Cc2ccncc2)C[C@H](n2cnc3c(NC4CC4)ncnc32)O1	-4%	-11%	-1%	5%	-2%	0.2	-8%	1
Nc1cc(C(=O)O)ccc1N1CCCCC1	39%	2%	?	5%	?	-0.3	-7%	-9
O=C(NCCNc1ccc([N+](=O)[O-])cc1)c1ccco1	10%	-3%	-17%	-1%	?	0.0	9%	-10
COc1cccc(C2CC(c3cccs3)=NN2C(=O)c2ccco2)c1O (stereo unspecified)	28%	22%	-16%	-12%	-15%	-1.7	-28%	-4
COc1ccc(CSc2nnc3[nH]c(=O)cc(N)n23)cc1	44%	-20%	-11%[57.1 µM]	11%	?	-0.1	-3%	-25
COc1cc2c(c(OC)c1OC)-c1ccc(OC)c(=O)cc1C(NC(C)=O)CC2 (stereo unspecified)	-2%	-3%	5%	7%	-4%	-1.6	-8%	9
CCOc1ccc(-c2cnc3ccccc3n2)cc1	-11%	-10%	6%	-11%	2%	2.1	-19%	1
O=C(CN1CCCc2ccccc21)NCc1ccccc1Cl	.	8%	-4%	4%	-4%	-0.5	-3%	17

New compounds follow:
smiles	FUS suppressor	Abeta yeast res	WRN inhibitor	EPAC1 agonist	PLK1 PBD inh	IL-2 act	EPAC1 antagonist	PI5P4Ka inh
CCOc1ccc2[nH]c(=O)c(CN(CCO)C(=O)c3ccccc3F)cc2c1	16%	-9%	-2%	7%	-8%	0.7	5%	2
COc1cc(C2N(c3ccc(Cl)c(Cl)c3)C(=O)C3CCCN32)cc(OC)c1OC (stereo unspecified)	21%	-14%	-9%	-7%	-1%	-2.6	15%	.
FC(F)(F)c1cc(Cc2nc3ccccc3n2C(CCc2ccccc2)c2nc3ccccc3[nH]2)cc(C(F)(F)F)c1 (stereo unspecified)	9%	-8%	-5%	-16%	-13%	-0.2	-18%	?
O=S(=O)(NC1CC(NS(=O)(=O)OCC(Cl)(Cl)Cl)C2CCCCC12)OCC(Cl)(Cl)Cl (stereo unspecified)	4%	-55%[inhibitor]	-7%	-25%	-6%	-1.0	-14%	-28
O=C(NC1CCC(CC2CCC(NC(=O)C(Cl)Cl)CC2)CC1)C(Cl)Cl (stereo unspecified)	3%	-19%	1%	-8%	-5%	0.6	0%	-2
COc1ccccc1C(=O)NC(CCSC)C(=O)Nc1ccc(C)c(S(=O)(=O)N2CCOCC2)c1 (stereo unspecified)	?	2%	-8%	10%	-1%	-0.5	-22%	-6
O=C(NC1CCCCC1)c1ccc(S(=O)(=O)N2CCCCC2)cc1	-4%	9%	-3%	1%	-7%	0.9	0%	7
CC(C)C(=O)OCCN=C1NS(=O)(=O)c2ccccc21	-13%	-16%	-6%	3%	1%	-0.3	4%	2
O=C1c2cccc(Sc3ccccc3)c2C(=O)c2c(Sc3ccccc3)cccc21	-8%	-4%	?	3%	-8%	-0.7	1%	6
CSc1ccc(CN(C)C(=O)c2ccc(S(=O)(=O)Nc3ccccc3)cc2)cc1	?	-1%	1%	21%	-13%	-1.2	-17%	9
O=C(NC1CCN(S(=O)(=O)c2cccc([N+](=O)[O-])c2)CC1)C1CCCCC1	21%	-9%	-36%	3%	10%	-2.6	7%	-7
O=C(COc1cccnc1[N+](=O)[O-])Nc1ccc(N2CCOCC2)cc1	35%	-2%	-26%[57.1 µM]	9%	-13%	-1.3	11%	0
O=C(COC(=O)CCCNC(=O)c1ccc(Cl)cc1)Nc1ccc(Br)cc1	.	2%	-16%	18%	-6%	-2.0	-10%	-3
COC(=O)c1ccc2c(c1)C(C)(C)C(/C=C/c1ccccc1O)=[N+]2C	25%	-57%[inhibitor]	56µM*	10%	51%[activator]	-4.0	18%	.
CCOC(=O)c1cnc(SCC(=O)N2CCN(C(=O)c3ccco3)CC2)nc1N	9%	23%	3%	3%	-1%	1.3	6%	.

Other results
smiles	FUS suppressor	Abeta yeast res	WRN inhibitor	EPAC1 agonist	PLK1 PBD inh	IL-2 act	EPAC1 antagonist	PI5P4Ka inh
CN1CCN(S(=O)(=O)c2ccc3[nH]c(=O)oc3c2)CC1	.	7%	1%	3%	-3%	0.2	0%	-4
COc1ccccc1C(=O)NCCC(=O)NC(C)CCc1ccccc1 (stereo unspecified)	-1%	-6%	10%	5%	3%	-3.3	23%	5
Fc1cccc2sc(N3CCCCC3)nc12	-9%	-24%	2%	-12%	-9%	-0.2	-4%	4
COc1cccc(Nc2nc(-c3sc(N)nc3C)cs2)c1	?	3%	-19%	-1%	?	-3.3	9%	.
COc1ccccc1N1CCN(Cc2nc3ccsc3c(=O)[nH]2)CC1	-12%	-5%	1%	0%	1%	0.7	2%	-3
Cc1nonc1OCCNCc1c(C(=O)N2CCCCCCC2)nc2ccc(Cl)cn12	17%	-8%	4%	-7%	-12%	-4.2	-17%	0
CN(C)S(=O)(=O)c1cc(NC(=O)COC(=O)Cc2ccc(Cl)cc2Cl)ccc1Cl	13%	?	-12%	14%	5%	-1.0	-24%	0
CC1CN(C(=O)COC(=O)Cc2c(Cl)cccc2Cl)CC(C)O1 (stereo unspecified)	6%	-6%	1%	3%	-1%	-0.6	26%	-4
NC(=O)c1oc2ccc(Cl)cc2c1N	4%	-16%	-4%	4%	-5%	-0.4	5%	-4
COc1ccc(CNC(=O)CN2C(=O)NC(C)(c3cccc4ccccc34)C2=O)cc1OC (stereo unspecified)	11%	2%	10%	15%	-10%	0.3	-10%	-16
CN(CCc1ccccc1)C(=O)c1cccc(NC(=O)Cc2cccc(NC(=O)C3CCCN(C(=O)C4CCC4)C3)c2)c1 (stereo unspecified)	?	-6%	2%	-8%	-4%	-0.3	5%	3
O=C1NN(c2ccccc2)C(=O)/C1=C\c1coc2ccc(O)cc2c1=O	12%	7%	?	3%	?	-0.4	?	-68*
O=C(Nc1cccnc1)C1CCN(S(=O)(=O)c2cccs2)CC1	-22%	-12%	2%	2%	-1%	0.8	-14%	-10
Cc1ccc(C(=O)OC(C)C(=O)c2cc(C)c(C)cc2C)o1 (stereo unspecified)	15%	0%	-6%	4%	-3%	-3.9	-25%	4
NC(=O)C1CCN(C(=O)CC2(CC(=O)O)CCCCC2)CC1	31%	-2%	-2%	9%	-15%	-4.0	-3%	-7

The list goes on:
smiles	FUS suppressor	Abeta yeast res	WRN inhibitor	EPAC1 agonist	PLK1 PBD inh	IL-2 act	EPAC1 antagonist	PI5P4Ka inh
C#CCOc1ccc(C2C3=C(COC3=O)Nc3cc4c(cc32)OCO4)cc1OC (stereo unspecified)	19%	0%	0%	-10%	-13%	-6.9	0%	-4
O=C1c2ccccc2C(=O)N1CC1c2ccccc2CCN1C(=O)C1CCCCC1 (stereo unspecified)	3%	-11%	2%	1%	-5%	-2.5	6%	.
O=C(COc1c(F)c(F)cc(F)c1F)NC(=O)NC1CCCC1	14%	18%	0%	10%	0%	-3.5	0%	0
Cc1cc(C)cc(OCc2ccc(C(=O)NN)o2)c1	25%	-8%	0%	2%	-12%	4.1	-10%	3
CC(C)C(=O)N1CCN(c2ccc([N+](=O)[O-])cc2Cl)CC1	.	-33%[inhibitor]	6%	-5%	-6%	-1.0	-8%	7
COc1cccc(-c2nc(NCC3CCCO3)c3ccccc3n2)c1O (stereo unspecified)	29%	-46%[inhibitor]	-31%	5%	2%	-0.8	-18%	7
Cc1cccc(-n2ncc3c(NC4CCCCC4)ncnc32)c1	-4%	6%	-4%	-7%	-3%	-2.3	-10%	-7
COc1ccc(N2CCN(c3nc(NC(C)(C)C)nc(N4CCCCC4)n3)CC2)cc1	24%	-49%[inhibitor]	-15%	1%	1%	0.5	-18%	-23
COc1ccc(C(=O)NCCNc2nc3ccc(C)cc3cc2C#N)cc1	-27%	-13%	5%	-6%	1%	1.4	7%	-6
O=C(Nc1cccc(F)c1)N1CCC(c2ccccc2)CC1	-19%	23%	-5%	13%	0%	-2.6	-28%	-3
Cc1ccc(CS(=O)(=O)c2ncn[nH]2)cc1	-1%	0%	-14%	4%	6%	3.1	6%	0
CC(=O)C1=C(O)C(=O)N(c2cccnc2)C1c1ccc(Cl)cc1 (stereo unspecified)	4%	-2%	9%	-5%	-9%	-1.6	5%	-1
CCN(CC(=O)Nc1c(F)cccc1F)C(=O)C1CCN(C(=O)c2ccc(Cl)cc2)CC1	10%	-9%	9%	-3%	-5%	-4.0	-16%	3
Cc1ccc(N2C(=O)C3CC(c4ccccc4)=C4C5C=CC(C6C(=O)N(c7ccc(C)cc7C)C(=O)C56)C4C3C2=O)c(C)c1 (stereo unspecified)	?	21%	-12%	5%	-6%	-1.3	-13%	0
Cc1cn(C2CCCCC2)c(=O)[nH]c1=O	.	-15%	-26%	-2%	-19%	1.7	-4%	1
CC(C)(CNC(=S)NCCc1ccccc1)CNC(=S)NCCc1ccccc1	?	18%	-1%	1%	-28%	-1.0	-11%	-1
O=C(OCC(=O)N1CCCC1)c1c[nH]c2ccccc12	-9%	-18%	0%	4%	1%	0.4	-16%	6
